V1aR counter: counter-screen for oxytocin receptor agonists: human V1a receptor agonists; P37288; CHO-V1R cells, Fluo-8 calcium fluorescence, agonist mode; 0% DMSO, 100% 3 nM vasopressin; activation, % at 3 µM; hit rate 0.25% among 320,000;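 active = activation above the mean activation of all tested compounds plus 3 SD, per screening run, cut at about 20% in these data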;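 note: signal is peak over basal fluorescence ratio across a 100 second FLIPR read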
Target sequence (P37288 whole entry, looked up): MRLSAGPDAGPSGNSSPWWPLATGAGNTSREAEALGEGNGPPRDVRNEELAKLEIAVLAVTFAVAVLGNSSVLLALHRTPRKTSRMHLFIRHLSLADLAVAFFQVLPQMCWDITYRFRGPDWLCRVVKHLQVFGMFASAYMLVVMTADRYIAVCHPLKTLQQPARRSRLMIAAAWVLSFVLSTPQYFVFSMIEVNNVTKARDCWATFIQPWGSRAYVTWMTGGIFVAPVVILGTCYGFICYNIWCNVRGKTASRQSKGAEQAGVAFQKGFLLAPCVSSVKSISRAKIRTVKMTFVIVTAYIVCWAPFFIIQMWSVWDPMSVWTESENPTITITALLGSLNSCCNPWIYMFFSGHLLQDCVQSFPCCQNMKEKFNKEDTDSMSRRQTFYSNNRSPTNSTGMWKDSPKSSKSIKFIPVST
CHO parental Ca: signal in parental CHO cells, OX1R antagonist counter-screen. hit rate 0.63% among 330,000. inhibition, % at 5.6 µM. parental CHO-K1, ATP-induced calcium, Fluo-8 fluorescence. AID 463079;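 active = inhibition above that plate's mean sample inhibition plus 3 SD, cut at about 26% in these data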;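 note: 0% = ATP-challenged DMSO wells and 100% = DMSO wells without ATP; some compounds past the cut are filed as inactive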
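Material: Parental CHO cells | Reagent: ATP | Compound dosing: Single nominal dose of 5.6 µM per compound | Detection: Intracellular calcium via Fluo-8 no-wash fluorescent dye | Read-out: % inhibition of ATP-induced calcium mobilization | Benchmarks: Low control ATP plus DMSO, high control DMSO only | Replicates: Singlicate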
OXTR potentiator: human OXTR potentiation. activation, % at 3 µM. hit rate 0.061% among 320,000. CHO-OTR cells, Fluo-8 calcium fluorescence, potentiator mode; 0% = oxytocin EC15, 100% = EC100. AID 2445. P30559;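 active = activation above that plate's cutoff, the mean activation of tested compounds plus 3 SD, cut at about 6.6% in these data, passing the limit was not always enough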;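 note: 100% uses oxytocin at 75 nM as the full agonist control; some results filed as inactive read as strong as hits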
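Assay system: CHO cell line stably expressing human OTR. Reagent: EC15 oxytocin agonist. Dosing: single dose, 3.0 µM nominal final compound concentration. Timing: compound 6 min at room temperature before oxytocin, 100 s read. Signal: kinetic Fluo-8 calcium fluorescence. Controls: oxytocin EC15 low and EC100 high.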
GPR7 antagonist: human neuropeptides B/W receptor 1 antagonism | P48145 | GPR7-expressing cells, fluorescence antagonist assay | inhibition, % at 4.4 µM | hit rate 1.1% among 290,000 | AID 1861; in the data active = inhibition above about 16%, passing the limit was not always enough;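 note: cells stimulated with the agonist NPW; 0% = agonist with vehicle and 100% = vehicle without agonist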
OXTR ag: human OXTR agonism. P30559. CHO-OTR cells, Fluo-8 calcium fluorescence; normalized: DMSO 0%, oxytocin 100%. activation, % at 3 µM. hit rate 0.32% among 320,000. AID 2435;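 active = activation above the mean of all tested compounds plus 3 SD, cutoff set per screening run, cut at about 20% in these data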;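 note: peak over basal fluorescence ratio from a 100 s FLIPR kinetic read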
TAAR1 antag: antagonists of human TAAR1 | inhibition, % at 3 µM | CHO RD-HGA16 TAAR1, Fluo-8 calcium fluorescence, antagonist | hit rate 1.5% among 360,000 | Q96RJ0;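 active = inhibition above a per-plate cutoff, the mean inhibition of test compounds on that plate plus 3 SD, cut at about 49% in these data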;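 note: 0% = DMSO plus EC80 beta-PEA response and 100% = DMSO alone without agonist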
Target sequence (Q96RJ0 whole entry, looked up): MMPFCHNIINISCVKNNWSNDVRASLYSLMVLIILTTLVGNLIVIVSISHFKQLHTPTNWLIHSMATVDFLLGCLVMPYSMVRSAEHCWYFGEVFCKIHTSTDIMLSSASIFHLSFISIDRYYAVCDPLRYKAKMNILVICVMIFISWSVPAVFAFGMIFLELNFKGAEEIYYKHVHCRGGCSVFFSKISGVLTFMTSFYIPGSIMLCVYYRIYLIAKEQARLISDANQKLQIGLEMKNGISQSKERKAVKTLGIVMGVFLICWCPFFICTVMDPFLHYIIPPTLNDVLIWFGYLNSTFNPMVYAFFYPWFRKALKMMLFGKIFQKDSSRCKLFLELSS
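Test system – hTAAR1-expressing CHO RD-HGA16 cells, Gα16-coupled · Reagent – β-PEA at EC80 concentration, post-compound challenge · Compound dosing – 3 µM, single point · Timing – 140 s kinetic read after compound, 140 s after agonist · Detection – Fluo-8 intracellular calcium dye fluorescence, real-time kinetic reads · Control set – DMSO and EC80 PEA controls · Repeats – n of 1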
M1 ag parental: nonselective activator or artifact in parental CHO-K1 cells; hit rate 0.48% among 360,000; AID 602248; activation, % at 3 µM; Fluo-8 calcium fluorescence; scaled to maximal ATP response, vehicle zero; in the data active = activation above about 15%;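 note: untransfected CHO-K1 host cells lacking M1 receptor as counterscreen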
CHO-K1 Ca PAM: nonselective activator or artifact in parental CHO-K1 calcium assay. ATP EC20, Fluo-8 calcium fluorescence; 0% at ATP EC20, 100% at ATP max. activation, % at 3 µM. hit rate 0.02% among 360,000. AID 602247;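 active = activation above the run cutoff, the mean activation of all test compounds plus 3 SD, cut at about 40% in these data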;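 note: peak over basal fluorescence ratio in a 140 s read after ATP addition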
CHO-K1 Ca antag: M1 antagonist counterscreen hit in parental CHO-K1 cells. inhibition, % at 3 µM. ATP-induced calcium, Fluo-8 fluorescence. hit rate 0.6% among 360,000;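 active = inhibition above a per-plate cutoff, the plate's mean sample inhibition plus 3 SD, cut at about 24% in these data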;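 note: 0% = DMSO plus EC80 ATP and 100% = DMSO alone without ATP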
* marks the source's active call; other numbers are inactive results; nt = not tested or not shown.

The first five entries, ahead of the listing:
SMILES | V1aR counter | CHO parental Ca | OXTR potentiator | GPR7 antagonist | OXTR ag | TAAR1 antag | M1 ag parental | CHO-K1 Ca PAM | CHO-K1 Ca antag
CS(=O)(=O)Nc1cccc(C2=NN(C(=O)c3ccco3)C(c3ccco3)C2)c1 (stereo unspecified) | 0.3 | -14 | 3 | -5 | -0.1 | -40 | 1.6 | 18 | -6
O=C(NCCCN1CCCC1=O)c1cc2c(s1)CCCCC2 | 0.1 | -9 | -3 | 12 | 0.7 | -28 | 8.4 | 8 | -6
CN(CCc1ccccn1)C(=O)CCC1CCCN(C(=O)c2c(F)ccc(F)c2F)C1 (stereo unspecified) | 1.3 | -11 | -8 | -4 | -0.1 | 1 | 1.2 | 8 | 0
Cc1ccc(NC(=O)Cn2cc(C(F)(F)F)cc(Cl)c2=O)cc1S(=O)(=O)N1CCCCC1 | -0.7 | -5 | -5 | nt | -0.2 | 13 | 2.2 | 13 | -2
CC(O)(c1ccc(F)c(F)c1)c1nc(-c2ccccc2)cs1 (stereo unspecified) | nt | nt | nt | nt | nt | 15 | -0.3 | 4 | 0

The listing, from the start:
SMILES | V1aR counter | CHO parental Ca | OXTR potentiator | GPR7 antagonist | OXTR ag | TAAR1 antag | M1 ag parental | CHO-K1 Ca PAM | CHO-K1 Ca antag
CS(=O)(=O)Nc1cccc(C2=NN(C(=O)c3ccco3)C(c3ccco3)C2)c1 (stereo unspecified) | 0.3 | -14 | 3 | -5 | -0.1 | -40 | 1.6 | 18 | -6
O=C(NCCCN1CCCC1=O)c1cc2c(s1)CCCCC2 | 0.1 | -9 | -3 | 12 | 0.7 | -28 | 8.4 | 8 | -6
CN(CCc1ccccn1)C(=O)CCC1CCCN(C(=O)c2c(F)ccc(F)c2F)C1 (stereo unspecified) | 1.3 | -11 | -8 | -4 | -0.1 | 1 | 1.2 | 8 | 0
Cc1ccc(NC(=O)Cn2cc(C(F)(F)F)cc(Cl)c2=O)cc1S(=O)(=O)N1CCCCC1 | -0.7 | -5 | -5 | nt | -0.2 | 13 | 2.2 | 13 | -2
CC(O)(c1ccc(F)c(F)c1)c1nc(-c2ccccc2)cs1 (stereo unspecified) | nt | nt | nt | nt | nt | 15 | -0.3 | 4 | 0
CCOc1cc(C)c(C(C)C)cc1S(=O)(=O)n1cnc(C)c1 | -0.5 | -21 | -22 | 4 | -3.0 | 13 | -0.3 | -5 | 0
CN1CCN(C(=O)C2=C[C@@H](c3ccccc3)C[C@@H](OCc3ccc(CO)cc3)O2)CC1 | 0.3 | -20 | -4 | -16 | 0.3 | 1 | 0.2 | -13 | 6
Cc1ccc(CCNC(=O)CNC(=S)N(Cc2ccccc2)Cc2cccnc2)cc1 | -0.2 | -21 | -8 | 1 | 0.2 | 19 | 0.5 | 9 | 1
CC1(C(=O)NS(=O)(=O)c2ccccc2)CCN1C(=O)CCc1ccccc1 (stereo unspecified) | nt | nt | nt | nt | nt | -13 | 0.2 | 8 | 2
CC1(C(=O)Nc2cccc(Oc3ccccc3)c2)CCN1Cc1ccccc1OC(F)F (stereo unspecified) | nt | nt | nt | nt | nt | 12 | 1.8 | 9 | -1
COc1cccc(/C=C/C(=O)c2c(O)cc(C)oc2=O)c1O | 1.6 | -12 | -12 | 6 | 0.4 | -6 | 0.3 | 8 | -9
COc1cc(CNCCC2CCOC(C)(C)C2)ccc1O (stereo unspecified) | 1.2 | 0 | -4 | -14 | -0.2 | -15 | -0.1 | 3 | -6
Cc1nc(N2N=C(c3ccc(Cl)cc3)CC2c2ccco2)sc1C(=O)N(C)C (stereo unspecified) | 0.8 | -6 | -7 | -17 | -0.9 | -26 | 4.9 | 9 | -8
c1ccc(OCCOc2ccccc2-c2nnco2)cc1 | -0.4 | -14 | -5 | -1 | -1.1 | 11 | 0.6 | 14 | -4
Cc1ccc(N(CCC#N)C(=O)CCl)cc1C | 0.0 | -4 | -10 | -10 | 0.1 | 8 | 0.7 | 17 | 2
COc1ccc(CC(=O)OCC(=O)NCc2ccccc2Cl)cc1 | 0.2 | -4 | -6 | -6 | -2.4 | -2 | 0.5 | 27 | -12
CCCCOC(=O)c1nnc(-c2ccc(Cl)cc2)o1 | 3.9 | -12 | 0 | -11 | -0.9 | -30 | 3.8 | 19 | -5
Cc1cc(C)cc(OCC(=O)N(Cc2ccccc2)C2CCS(=O)(=O)C2)c1 (stereo unspecified) | 1.9 | -20 | -2 | -10 | 0.3 | 11 | 1.4 | 12 | -13
Cc1c(C(=O)NCc2ccccc2F)oc2ccccc12 | -1.5 | -6 | -5 | -5 | -0.9 | -41 | 2.6 | 3 | 3
COc1cc(C(=S)N2CCCC2)ccc1O | 0.1 | -16 | -6 | -9 | 0.3 | 11 | 1.0 | -12 | -4
Cn1cc(CN2CCCC(C(=O)c3ccc(-c4ccccc4)cc3)C2)cn1 (stereo unspecified) | 1.6 | -10 | -9 | 4 | 2.1 | -15 | 2.6 | 19 | -15
O=C(Oc1ccc(Nc2ncnc3ccccc23)cc1)c1cccnc1 | nt | nt | nt | 0 | nt | 20 | 3.0 | -11 | 7
COc1ccc(NC(=O)Nc2cc(C)ccc2OC)cc1 | -0.9 | -14 | -2 | 5 | -2.7 | -20 | 0.4 | 8 | 1
Cc1cccnc1C(NC(=O)C1CCN(CCCc2ccccc2)CC1)c1ccc(Cl)cc1 (stereo unspecified) | nt | nt | nt | nt | nt | 9 | 1.6 | 13 | -11
CCCCCCCCCC1NC(C(=O)O)Cc2c1[nH]c1ccccc21 (stereo unspecified) | nt | nt | nt | nt | nt | -17 | 0.8 | 11 | -3
CCOc1ccc(C(CC(=O)O)NC(=O)c2cccs2)cc1 (stereo unspecified) | -0.1 | 4 | 1 | -3 | -0.5 | -18 | 1.3 | 12 | -1
COc1ccc(OC)c(S(=O)(=O)Nc2cc3c4c(c2)CCC(=O)N4CCC3)c1 | -0.4 | -17 | 2 | nt | 1.0 | -8 | 0.2 | -7 | 12
Cc1cc(C)c(OCC(=O)OCC(=O)NCC2CCCCC2)c(C)c1 | -1.8 | 1 | -10 | nt | -2.8 | -14 | -1.2 | 13 | -2
CC(N=Cc1ccccc1O)c1ccccc1 (stereo unspecified) | 0.8 | 1 | 3 | -1 | 2.1 | 7 | -0.3 | 6 | -8
Cc1cnc(C(=O)OCC(=O)Nc2cc(-c3cc(C)c(C)cc3C)nn2-c2ccccc2)cn1 | -1.0 | -33 | -8 | nt | -2.3 | -16 | -0.4 | -10 | 7
CN(C(=O)COC(=O)CCc1nc2ccccc2c(=O)[nH]1)C1CCS(=O)(=O)C1 (stereo unspecified) | 0.4 | -13 | -12 | -14 | 0.5 | 4 | -0.2 | -9 | 1
CN(Cc1ccccc1)C(=O)C1CCC(CNS(=O)(=O)c2cccc3cccnc23)CC1 (stereo unspecified) | 1.7 | -24 | -4 | -23 | 1.8 | -8 | 1.7 | -1 | -2
CN(C(=O)CSc1nnc(Nc2ccccc2)s1)C1CCS(=O)(=O)C1 (stereo unspecified) | -1.1 | 0 | -11 | 1 | -0.3 | -15 | 0.0 | 10 | -3
COc1ccc(N2CCN(C(=O)C3CCN(S(=O)(=O)c4c(C)noc4/C=C/N(C)C)CC3)CC2)cc1 | -1.0 | -21 | -16 | -6 | -2.1 | -34 | 0.4 | 1 | -10
CCOC(=O)c1cc(CN2CCOCC2)oc1-c1ccccc1 | -0.7 | -8 | -2 | 1 | -0.4 | 13 | 0.3 | 6 | -2
CC(=O)N1CCOc2ccc(S(=O)(=O)NCCc3ccc(S(N)(=O)=O)cc3)cc21 | 0.1 | 0 | -7 | 4 | 0.2 | 10 | 0.1 | 1 | 0
CCOc1ccc(CNC(=O)c2ccc(Sc3ccc(C)cc3)c(NC(C)=O)c2)cc1OC | 4.5 | -23 | -5 | -8 | 0.0 | 7 | 4.3 | 11 | -3
CC1(OC(=O)CCc2ccccc2)C(=O)C=C2C=C(c3ccc(C#N)cc3)N(CCN3CCOCC3)C=C2C1=O (stereo unspecified) | 1.1 | -11 | -1 | nt | 0.0 | 10 | 0.7 | 3 | -15
COc1ccc(-n2ncc3c(=O)n(CC(C)=O)cnc32)cc1 | -0.5 | -2 | -12 | -6 | 0.0 | -10 | 0.9 | 4 | -7
O=C(N/N=C\c1c(O)ccc2ccccc12)c1cncc(Br)c1 | 155* | 67* | -17 | 29 | 152* | 59* | 39* | -11 | 6
CN(C)CCCCCCCCCCC(=O)/C=N/O | 0.5 | -3 | 0 | -6 | 2.4 | 1 | -0.2 | -5 | 1
COCCn1c(SCC(=O)c2c[nH]c3ccccc23)nnc1-c1ccncc1 | -0.6 | 0 | 0 | 6 | -1.7 | nt | 0.2 | 18 | -10
CC(C)c1ccc(C2CC(c3ccc(Br)cc3)=NN2C(N)=S)cc1 (stereo unspecified) | 0.1 | -27 | -11 | 3 | -1.2 | 20 | -0.4 | 15 | -2
O=C(NC1CCCCC1)[C@H](O)[C@@H](O)C(=O)NC1CCCCC1 | 0.1 | 3 | -2 | 7 | 0.9 | -19 | 0.5 | 6 | -3
Cc1nn(CC(=O)NC(=O)c2ccccc2)c(C)c1[N+](=O)[O-] | -0.1 | 2 | -10 | nt | -0.9 | 0 | 0.0 | 21 | -18
CCN(CC)c1ccc(C=Nc2ccc(C)cc2C)c(O)c1 | 0.3 | 13 | -19 | -9 | -0.7 | -7 | -0.3 | -5 | 4
CN(C(=O)CSc1nnc(CNC(=O)c2ccccc2)o1)c1ccccc1 | 1.1 | -9 | -4 | -13 | -0.7 | -14 | 0.9 | -23 | 12
Cc1ccc(-c2csc(NC(=O)CN3CCC(C(N)=O)CC3)n2)cc1 | 0.1 | -9 | -20 | -1 | -1.5 | -4 | 0.8 | 13 | -13
O=C(/C=C(\c1ccc(Cl)cc1)n1cncn1)c1ccc(Cl)cc1 | -1.2 | -15 | 7 | 3 | -1.8 | nt | -0.1 | 11 | 0
CN(Cc1ccc2c(c1)CCCN2C)C(=O)[C@H]1O[C@@H](n2cnc3c(N)ncnc32)[C@H](O)[C@@H]1O | nt | nt | nt | nt | nt | 0 | 0.8 | 9 | -4
Fc1ccc(/C=N/Nc2ccccn2)cc1 | -1.3 | -10 | -6 | -1 | -2.0 | 4 | 0.0 | 4 | 0
Clc1ccc(N2CCN(c3cnc4ccccc4n3)CC2)cc1 | 1.4 | -17 | -6 | -11 | -1.4 | 44 | 0.4 | 22 | -21

Screening results from PubChem.
